# Source: PubChem BioAssay (National Center for Advancing Translational Sciences (NCATS))
# DRD3 agonist – activates the human D3 dopamine receptor; max activation, %; actives 0.58% (n = 410,000); P35462; D3R DiscoveRx beta-arrestin cells, luminescence, 90 min; in the data active means max activation above about 30%; further: 0% is about no effect; mostly tested at two doses, the higher about 12 µM
# Target sequence (P35462 whole entry, looked up): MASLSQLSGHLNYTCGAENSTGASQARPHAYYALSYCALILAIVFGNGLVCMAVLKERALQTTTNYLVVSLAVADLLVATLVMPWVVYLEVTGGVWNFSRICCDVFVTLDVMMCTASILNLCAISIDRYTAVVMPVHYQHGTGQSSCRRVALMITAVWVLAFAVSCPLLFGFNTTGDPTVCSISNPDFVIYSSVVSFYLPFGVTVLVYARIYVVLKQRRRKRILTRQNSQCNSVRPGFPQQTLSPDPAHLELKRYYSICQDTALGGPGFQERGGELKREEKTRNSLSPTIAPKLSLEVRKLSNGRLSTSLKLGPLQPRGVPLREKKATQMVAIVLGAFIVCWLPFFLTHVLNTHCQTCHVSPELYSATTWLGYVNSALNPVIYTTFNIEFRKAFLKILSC
#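 Agonist mode: compounds and dopamine controls were applied to plated cells for 90 min at 37 degrees C after an overnight attachment at 1500 cells/well. Luminescent read-out followed 30 - 60 minutes at room temperature with DiscoveRx detection reagent.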
# HEK293 tox – cytotoxicity in counter-screen for GLP-1R inverse agonists; AID 624418; HEK293 cAMP-luciferase reporter cells, luminescence, 24 h; actives 0.13% (n = 410,000); Potency, µM (titrated, usually from 38.3 µM), without a hit: at the top dose activity change, negative = inhibition, hits mostly inhibitors;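 further: loss of luciferase light is scored as toxicity; potency means the concentration at half of the fitted maximal effect; on the % scale 0 is the no-effect control and ±100 the full control effect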
#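 To flag toxic compounds, the library was rerun on cells for 24 hr at 37 deg C and 5% CO2. Viability-linked luminescence was captured 12 min after adding luciferase detection reagent.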
# GLP1R inv ag – acts as inverse agonist at human GLP-1 receptor; HEK293 GLP-1R CRE-luciferase, luminescence, 24 h; GLP-1R form is constitutively active; Potency, µM (doses to about 38.3 µM), for inactives: top-dose activity change, negative = inhibition, hits mostly inhibitors; actives 1.6% (n = 410,000); further: potency means the concentration at half of the fitted maximal effect; on the % scale 0 is the no-effect control and ±100 the full control effect; nearly all actives have a fitted effect of over 55% in size
#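 Inverse agonists were sought by their lowering of basal cAMP reporter luciferase output in HEK293 cells stably carrying constitutively active human GLP-1R, after 24 h compound treatment.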
# Numbers without * were called inactive; u = inconclusive; [ ] = another dose, or the depositor's remark. Unless noted, the call rests on the fitted dose curve; in most records, active means well fitted curve in the direction sought with a large enough effect; inconclusive means small, poorly fitted or top-dose-only effect, or another doubt; inactive means no such curve, though single readings can be large; an effect the other way counts as inactive or inconclusive. These rows are one share of the data; the hit share may differ from the screen's.
SMILES,DRD3 agonist,HEK293 tox,GLP1R inv ag
COc1ccc(-n2nc(C(=O)Nc3cccc(Cl)c3)c3c4ccccc4n(C)c3c2=O)cc1Cl,8.7,-0.6%,5.2%
CC(=O)Nc1ccccc1-c1nc2ccccc2n(Cc2cccc(Br)c2)c1=O,0.9,1.5%,8.2%
Cc1cc(C)cc(NC(=O)Cc2c(C(=O)O)c(C)cn2C)c1,5.9,1.8%,9.0%
CC(=O)N1CCc2cc(CNC(=O)Nc3ccc(Br)c(C)c3)ccc21,2.3,2.0%,7.0%
Cc1cccc(C)c1NC(=O)Cn1cc(C(=O)C2CC2)c2ccccc21,6.2,-9.8%,-23.4%
Cn1c(=O)n(CCCc2ccccc2)c(=O)c2c1nc1n2CCN1c1ccccc1,14.3,-8.9%,13.1%
COc1ccc(OC)c(NC(=O)c2noc3c2CCCC3)c1,-6.6,4.4%,7.8%
Cc1c(C(=O)N(C)C)sc2c1c(=O)n(-c1ccc(Cl)cc1)c(=O)n2CC(=O)C(C)(C)C,8.5,-1.3%,6.4%
CCOC(=O)c1c(SCC(=O)Nc2nc3ccccc3s2)nc(=O)[nH]c1C,3.0,0.7%,6.7%
CCOc1ccc2nc(N3CCCC(C(=O)NCCc4ccc(C)cc4)C3)sc2c1 (configuration not stated),8.1,1.0%,2.2%
COc1ccc(CNC(=O)c2cnn(-c3ccccc3)c2-n2cccc2)cc1OC,-6.1,-3.4%,0.9%
COc1cc(NC(=O)CSc2ncc3c(n2)-c2ccc(Cl)cc2N(Cc2ccccc2)S3(=O)=O)cc(OC)c1,-18.5,11.4%,0.2%
CCn1c(C(=O)NCc2cc(Br)ccc2OC)cc2oc3ccccc3c21,4.6,-3.5%,-15.1%
COc1ccc(CNS(=O)(=O)c2cnc(N)nc2)cc1,5.4,-4.5%,1.6%
CCSc1nn(CC(=O)Nc2cccc(CC)c2)c(N)c1S(=O)(=O)c1ccccc1,0.7,-9.9%,u
Cc1cccc(OCCn2c(-c3ccc(Cl)cc3)nc3ccccc3c2=O)c1,-15.3,1.3%,3.0%
COc1cccc(NC(=O)c2oc3ccc(S(=O)(=O)N(C)C4CCCCC4)cc3c2C)c1,10.1,11.0%,u
Cc1ccccc1S(=O)Cc1ccc(C(=O)N2CCN(c3cccc(C)c3C)CC2)o1 (configuration not stated),7.8,-32.5%,1.12µM*
O=C(Nc1cccc(C(F)(F)F)c1)c1cnn(-c2cccc(F)c2)c1C1CCNCC1,-12.7,-9.7%,u
Fc1ccc(C(Nc2ccccc2Cl)c2nnc(-c3ccccc3Cl)o2)cc1 (configuration not stated),5.2,9.8%,u
CCc1ccc(CNC(=O)c2ccc(CSc3nc4ccncc4n3Cc3ccccc3)cc2)cc1,-27.4,-6.4%,u
Cc1coc2cc3oc(=O)c(CCC(=O)NCc4ccc(Cl)cc4)c(C)c3cc12,-23.9,12.4%,14.1%
Cc1ccc(NC(=O)CN2C(=O)CCc3cc(S(=O)(=O)N4CCOCC4)ccc32)c(C)c1,7.0,4.3%,6.4%
COc1cc(C2c3c(oc4ccc(C)cc4c3=O)C(=O)N2Cc2ccccc2)ccc1O (configuration not stated),-9.3,12.1%,3.7%
O=C(Cn1cnc2c(oc3ccccc32)c1=O)Nc1ccccc1C(F)(F)F,9.1,-1.2%,8.5%
O=C(Nc1sc2c(c1C(=O)Nc1ccccc1)CCC2)c1ccc(Br)cc1,-13.1,-6.7%,7.0%
CCOc1ccc(CCNC(=O)c2ccc3c(c2)N(Cc2ccc(F)cc2)CCS3)cc1,-0.4,-5.0%,10.3%
CCc1ccc(-n2nc(C)c3c(C)cc(=O)n(CC(=O)Nc4cc(Cl)ccc4OC)c32)cc1,-8.6,7.7%,4.7%
Cc1ccc2c(c1)N(C(=O)c1ccc(F)cc1)C(C)(C)CC2(C)c1ccccc1 (configuration not stated),1.5,3.9%,0.4%
COc1ccc(C(=O)c2cn(Cc3ccccc3OC)c3cc4c(cc3c2=O)OCO4)cc1,1.7,1.0%,9.9%

# One compound at a time, as listed above.
# Cc1ccc2c(c1)N(C(=O)c1ccc(F)cc1)C(C)(C)CC2(C)c1ccccc1 (configuration not stated) across the screens: DRD3 agonist: 1.5; HEK293 tox: 3.9%; GLP1R inv ag: 0.4%
# Cc1cccc(OCCn2c(-c3ccc(Cl)cc3)nc3ccccc3c2=O)c1 across the screens: DRD3 agonist: -15.3; HEK293 tox: 1.3%; GLP1R inv ag: 3.0%

# (continued)
SMILES,DRD3 agonist,HEK293 tox,GLP1R inv ag
Cc1ccc(C(=O)N2CCC(c3c[nH]c4ccccc34)(c3c[nH]c4ccccc34)CC2)cc1,9.5,1.3%,u
Cc1ccc(OCC(=O)N(Cc2nc(-c3ccccc3)no2)C(C)C)cc1C,5.4,0.9%,8.5%
Cc1ccc(-c2cc(NC(=O)C(C)Oc3ccc(C)c(C)c3)on2)cc1 (configuration not stated),-15.4,-3.1%,u
O=C(c1ccc2c(c1)N(Cc1cccc(Cl)c1)C(=O)c1ccccc1S2(=O)=O)N1CCCCCC1,-8.6,-7.3%,u
O=C(NCCc1ccccc1)c1ccc2c(c1)CCN2S(=O)(=O)c1ccc(Br)cc1,-6.9,-0.4%,0.0%
O=C(CSc1n[nH]c(-c2ccc(F)cc2)n1)NCc1ccccc1Cl,-11.7,-8.9%,-25.7%
COc1cccc(CNC(=O)c2ccc3c(c2)sc2nc(-c4cccc(OC)c4)cn23)c1,24.0,-10.2%,34.9%[activator]
COc1cc(NC(=O)NC(C)c2c(-n3cccc3)sc3c2CCN(C)C3)cc(OC)c1 (configuration not stated),-25.5,-5.4%,u
COc1cccc(CNS(=O)(=O)c2cnc(N)nc2)c1,1.3,22.6%,6.1%
COc1ccc(C(=O)Nc2nnc(S(=O)(=O)N3CCN(c4ccc(C)cc4)CC3)s2)cc1,5.1,-3.1%,10.3%
Cc1ccc2nc(COc3cccc(NC(=O)c4cccc(Cl)c4)c3)cc(=O)n2c1,4.5,2.7%,2.1%
CC(=O)c1ccc(NC2=NS(=O)(=O)c3ccccc32)cc1,-17.6,-0.1%,6.1%
O=C(NCc1ccc(Cl)cc1)C(=O)Nc1ccc(Br)cc1,-2.1,1.5%,1.5%
CCOc1ccc2c(c1)[C@@H]1C=CC[C@@H]1[C@H](c1ccccc1Cl)N2,-20.1,-4.5%,-9.8%
COc1ccc(-c2ccc3c(N)c(C(=O)NCc4ccc(Cl)cc4)sc3n2)cc1,2.0,2.7%,25.9%
COc1ccccc1-c1nc2cc(NC(=O)c3ccccc3Cl)ccc2o1,6.5,-15.7%,-12.6%
COc1ccc(CNC(=O)c2ccc3[nH]c(C)c(C)c3c2)c(OC)c1,13.8,3.4%,-13.9%
CC(=O)c1ccc(NC(=O)CSc2c(C(C)C)cnc3c2c(=O)n(C)c(=O)n3C)cc1,-2.9,1.4%,6.7%
COc1cccc(CSc2nc3ccccc3c3nc(CCn4c(C)nc5ccccc54)nn23)c1,2.8,-0.8%,17.1%
CSc1cccc(NC(=O)Cn2c3ncccc3c(=O)n2-c2ccc(C)cc2)c1,7.6,-4.2%,u
CCS(=O)(=O)c1nc(S(=O)(=O)c2ccc(Cl)cc2)c(NCc2ccc(Cl)cc2)s1,-14.0,0.4%,8.6%
COc1ccc(CNC(=O)C2(c3cccs3)CCOCC2)cc1,-8.1,-3.8%,-6.0%
CC(=O)c1cccc(NC(=O)c2nc3ccccc3n(C)c2=O)c1,0.8,-20.4%,1.4%

# Reformatted: entries from further up.
Molecule | DRD3 agonist | HEK293 tox | GLP1R inv ag
COc1cc(NC(=O)NC(C)c2c(-n3cccc3)sc3c2CCN(C)C3)cc(OC)c1 (configuration not stated) | -25.5 | -5.4% | u
COc1cccc(CNS(=O)(=O)c2cnc(N)nc2)c1 | 1.3 | 22.6% | 6.1%
COc1ccc(C(=O)Nc2nnc(S(=O)(=O)N3CCN(c4ccc(C)cc4)CC3)s2)cc1 | 5.1 | -3.1% | 10.3%
Cc1ccc2nc(COc3cccc(NC(=O)c4cccc(Cl)c4)c3)cc(=O)n2c1 | 4.5 | 2.7% | 2.1%
CC(=O)c1ccc(NC2=NS(=O)(=O)c3ccccc32)cc1 | -17.6 | -0.1% | 6.1%
O=C(NCc1ccc(Cl)cc1)C(=O)Nc1ccc(Br)cc1 | -2.1 | 1.5% | 1.5%
CCOc1ccc2c(c1)[C@@H]1C=CC[C@@H]1[C@H](c1ccccc1Cl)N2 | -20.1 | -4.5% | -9.8%
COc1ccc(-c2ccc3c(N)c(C(=O)NCc4ccc(Cl)cc4)sc3n2)cc1 | 2.0 | 2.7% | 25.9%
COc1ccccc1-c1nc2cc(NC(=O)c3ccccc3Cl)ccc2o1 | 6.5 | -15.7% | -12.6%
COc1ccc(CNC(=O)c2ccc3[nH]c(C)c(C)c3c2)c(OC)c1 | 13.8 | 3.4% | -13.9%
CC(=O)c1ccc(NC(=O)CSc2c(C(C)C)cnc3c2c(=O)n(C)c(=O)n3C)cc1 | -2.9 | 1.4% | 6.7%
COc1cccc(CSc2nc3ccccc3c3nc(CCn4c(C)nc5ccccc54)nn23)c1 | 2.8 | -0.8% | 17.1%
CSc1cccc(NC(=O)Cn2c3ncccc3c(=O)n2-c2ccc(C)cc2)c1 | 7.6 | -4.2% | u
CCS(=O)(=O)c1nc(S(=O)(=O)c2ccc(Cl)cc2)c(NCc2ccc(Cl)cc2)s1 | -14.0 | 0.4% | 8.6%
COc1ccc(CNC(=O)C2(c3cccs3)CCOCC2)cc1 | -8.1 | -3.8% | -6.0%
